Assay outcomes (PubChem BioAssay)
KB-3-1 tox: kills parental KB-3-1 adenocarcinoma cells. KB-3-1 viability, CellTiter-Glo ATP luminescence, 72 h. Potency, µM (doses to about 46.1 µM), without a hit: at the top dose activity change, negative = cytotoxic, actives largely listed as cytotoxic. actives 1.4% (n = 400,000). AID 1347075; note: potency is the fitted concentration of half-maximal effect; % is set by controls: 0 for no effect and ±100 for the full control effect; nearly all actives have a fitted effect of over 60% in size
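KB-3-1 parental drug-naive adenocarcinoma cells in DMEM/10% FBS, incubated 72 h at 37 C with pin-transferred compounds across a concentration series. Viability by CellTiter-Glo luminescence; concentration-response curves fitted after normalization.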
HT1080-NT tox: kills 2HG-producing HT-1080-NT fibrosarcoma cells; HT-1080-NT fibrosarcoma viability, CellTiter-Glo ATP luminescence, 48 h; Potency, µM (top dose mostly 46.1 µM), for inactives: at the top dose activity, negative = less viability, hits mostly cytotoxic; actives 1.6% (n = 360,000); AID 686970;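 note: NT is the 2HG producing partner of a matched IDH1 knockdown line; potency is the fitted concentration of half-maximal effect; 0% = DMSO-treated cells and -100% = media-only wells without cells; nearly all actives have a fitted effect of over 55% in size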
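A 48-hour cytotoxicity screen used HT-1080-NT cells plated 2 hours before compound delivery. ATP-based CellTiter-Glo luminescence measured viability, normalized to DMSO and no-cell controls.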
IL-1B inflam inh: inhibitors of inflammasome signaling (IL-1 beta secretion); THP-1 LPS/ATP IL-1B secretion, AlphaLISA, 16 h; stronger effect = lower value; activity change, % at 57.5 µM; actives 4.7% (n = 360,000); in the data active = activity change below about -50%; inconclusive = mostly about -30% to -49%; note: % is set by controls: 0 for no effect and ±100 for the full control effect
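Secreted IL-1B measured by AlphaLISA bead assay after 16 h compound exposure of THP-1 cells; compounds (final up to 57.5 uM) added 1 h before LPS (250 ng/mL) and ATP (1.25 mM) stimulation; lower signal means less secretion.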
HT1080 IDH1KD tx: kills HT-1080 cells with IDH1 knockdown; HT-1080 IDH1 knockdown viability, ATP luminescence, 48 h; Potency, µM (highest dose often 46.1 µM), inactives show top-dose activity, negative = toxicity, hits mostly cytotoxic; AID 686971; actives 2% (n = 360,000);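 note: potency is the fitted concentration of half-maximal effect; 0% = DMSO wells and -100% = cell-free medium wells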
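Using the IDH1-knockdown HT-1080 line run in the same batch and compound series as the NT line, viability after 48 h at 37 °C was determined by CellTiter-Glo luminescence and expressed as % activity.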
SW480 rereplic: inducers of DNA re-replication in SW480 colon cancer cells | Potency, µM (top dose mostly 46.1 µM), for inactives: at the top dose re-replication activation, hits mostly activators | SW480 DNA re-replication, Hoechst DNA content imaging, 48 h | actives 1.8% (n = 340,000); note: potency is the fitted concentration of half-maximal effect; % of control where 0% means no effect; nearly all actives have a fitted effect of over 55% in size
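SW480 cells exposed to compounds for 48 hr at 37 C, 5% CO2, then Hoechst-stained 40 min. Nuclear DNA content imaged by fluorescence scanning (405 nm excitation, 500-530 nm emission); re-replication scored as increased high-intensity nuclei.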
HepG2 viability: kills HepG2 cells in TGF-b inhibitor counter-screen. AID 588856. Potency, µM (doses to about 46.1 µM), for inactives: at the highest dose activity change, negative = cytotoxicity, hits mostly cytotoxic. actives 0.76% (n = 410,000). HepG2 CAGA-GFP viability, ATP luminescence, 18 h; note: potency is the fitted concentration of half-maximal effect; some results filed as inactive show a strong effect at the top dose
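CellTiter-Glo luminescence gave cytotoxicity after 18 hours at 37 degrees C. The cells were HepG2 CAGA-GFP in 1% FBS DMEM, stimulated with 500 pg/mL TGF-beta after compound addition. %Activity was normalised to no-cell wells (complete cell-killing) and DMSO (no toxicity), and curves were fitted and classified.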
ATXN2 expr inh: inhibitors of ATXN2 expression; HEK-293 ATXN2-luciferase reporter, luminescence, 24 h; Potency, µM (titrated, usually from 57 µM), for inactives: at the top dose activity change, negative = inhibition, hits mostly inhibitors; actives 0.72% (n = 360,000); note: potency is the fitted concentration of half-maximal effect; % is set by controls: 0 for no effect and ±100 for the full control effect; nearly all actives have a fitted effect of over 55% in size
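qHTS (up to 57 uM final) was run with 24 h compound exposure of reporter cells at 37 °C. Each well was multiplexed: SteadyGlo luminescence measured ATXN2-luciferase expression after a fluorogenic Gly-Phe-AFC viability readout (25 uM final).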
MCF10A rerep: DNA re-replication induction in MCF 10a cells | MCF 10A DNA re-replication, Hoechst nuclear intensity, 48 h | AID 624296 | Potency, µM (highest dose often 46.1 µM), for the others: at the highest dose activity, positive = re-replication, hits mostly activators | actives 2.9% (n = 350,000); note: potency is the fitted concentration of half-maximal effect; % of control where 0% means no effect; nearly all actives have a fitted effect of over 50% in size
S2 tox: reduces viability in counter-screen for ATXN expression inhibitors | S2 cells (HEK-293 line with an ATXN2-luciferase reporter) viability, CellTiter-Fluor protease fluorescence, 24 h | Potency, µM (titrated, usually from 56.7 µM), most hits filed as cytotoxic | actives 0.49% (n = 400,000); note: potency is the fitted concentration of half-maximal effect; nearly all actives have a fitted effect of over 40% in size
Numbers without * were called inactive; i = inactive; ? = inconclusive; nt = not tested or not shown; & = joins results of further samples; [ ] = remark or other dose. Unless noted, calls come from the whole dose curve; as a rule, active = well fitted curve in the direction sought with a large enough effect; inconclusive = small, poorly fitted or top-dose-only effect, or another doubt; inactive = no such curve, though single readings can be large; an effect the other way counts as inactive or inconclusive.

SMILES	KB-3-1 tox	HT1080-NT tox	IL-1B inflam inh	HT1080 IDH1KD tx	SW480 rereplic	HepG2 viability	ATXN2 expr inh	MCF10A rerep	S2 tox
COc1cc(C2c3c(-c4cc(Cl)c(C)cc4O)n[nH]c3C(=O)N2Cc2cccnc2)ccc1O (configuration not stated)	2%	3%	-59*	-14%	0%	-3%	2%	17%	?
COc1ccc(-n2ccn(CC(=O)Nc3ccccc3OC)c(=O)c2=O)cc1	4%	-4%	-3	1%	0%	-4%	-10%	-1%	i
O=Cc1c(SCCO)nc2ccccn2c1=O	-4%	5%	-4	1%	-1%	3%	7%	14%	i
CC(C)(C)NC(=O)C(c1cccc2ccccc12)n1c(=O)c(-c2cc3ccccc3[nH]2)nc2ccccc21 (configuration not stated)	-30%	-29%	138	?	nt	nt	nt	nt	nt
O=C(NCCNc1ccccc1[N+](=O)[O-])c1cc(F)c(F)cc1Cl	-14%	-10%	?	-6%	0%	8%	29%	0%	i
C=CCc1cccc2cc(C(=O)NNC(=O)CC#N)c(=O)oc12	0%	9%	-10	-2%	?	21%	9%	0%	i
CCC(C)NC(=O)CN(c1cc(C)ccc1OC)S(C)(=O)=O (configuration not stated)	1%	11%	2	10%	?	2%	2%	1%	i
O=C(COC(=O)[C@@H]1CC(O)CN1S(=O)(=O)c1ccccc1[N+](=O)[O-])Nc1ccc2ccccc2c1 (some centres not stated)	14%	5%	11	7%	8%	-18%	3%	2%	i
CC(=O)c1c(C)n(CCO)c2ccc(O)cc12	2%	8%	-6	0%	-11%	2%	2%	-6%	?
C/C(CC(=O)Nc1ccc2c(c1)OCCO2)=N\NC(=O)COc1ccc(Cl)c(C)c1	15%	-1%	22	10%	-8%	-28%	-2%	1%	i
Cc1c(C)c2ccc(OCC(=O)NC(Cc3c[nH]c4ccc(O)cc34)C(=O)O)c(C)c2oc1=O (configuration not stated)	0%	13%	27	12%	9%	2%	6%	-46%[inhibitor]	i
Cc1cc(NC(=O)COC(=O)C2CC(=O)N(c3cccc(Cl)c3)C2)no1 (configuration not stated)	?	22%	4	12%	-12%	9%	0%	-7%	i
CN1CCc2nc3sc(C(=O)NCc4ccccc4)c(N)c3cc2C1	-23%	-4%	-8	?	-1%	-5%	-33%	18µM*	?
COc1cccc(N2C(=O)Nc3ccc(Br)cc3C2(O)C(=O)NCCCOC(C)C)c1 (configuration not stated)	5%	17%	27	19%	-2%	8%	0%	-2%	?
COC(=O)c1ccc(OCC(O)CN(CC(C)C)CC(C)C)cc1 (configuration not stated)	-3%	-8%	10	-10%	0%	10%	-35%	6%	i
O=C(Nc1ccc(Br)cc1)C1CCCN1S(=O)(=O)c1cccs1 (configuration not stated)	?	-12%	6	-16%	2%	46%	-8%	-13%	i
CCn1c(SCC(N)=O)nc2cc(S(=O)(=O)N3CCOCC3)ccc21	5%	20%	-6	7%	1%	-26%	6%	-2%	i
COc1ccccc1-c1cc(NC(C)=O)c2ncc(-c3ccccc3)n2c1	-28%	23µM*	-28	?	nt	-70%	-21%	nt	?
CCCNC(=O)c1oc2ccc3c(c2c1C)C(O)CC(C)(C)O3 (configuration not stated)	-7%	7%	-11	7%	-3%	6%	16%	-13%	i
CCN(CC(=O)Nc1c(F)cccc1F)C(=O)CNC(=O)c1cccc(C)c1	-3%	-2%	4	-9%	?	4%	1%	-36%[inhibitor]	i
CC(C)Oc1ccc(CCC(=O)N/N=C/c2ccncc2)cc1	-3%	6%	35	-1%	?	22%	1%	-1%	i
CC(CCc1ccc(O)cc1)NC1C2CC3CC(C2)CC1C3 (configuration not stated)	-4%	-1%	-12	5%	?	-13%	29%	1%	i
Cc1ccccc1-c1ccc(Nc2ccc(C(=O)N3CCOCC3)cc2)nn1	-13%	11%	-23	2%	0%	-6%	-3%	-2%	i
Cc1ccccc1Cn1c(=O)n(CCCC(=O)NCc2ccco2)c(=O)c2sccc21	?	8%	18	-5%	?	-1%	-6%	?	i
CCOc1ccccc1NC(=O)C(=O)/C=C(\O)c1cc(OC)ccc1OC	-6%	-9%	76	-8%	-4%	-13%	-14%	-2%	i
CCCC(=O)N1CCN(c2nc3ccccc3s2)CC1	?	-21%	8	-4%	?	-23%	nt	5%	i
O=[N+]([O-])c1cccc(S(=O)(=O)NCc2ccncc2)c1	-26%	?	57	-14%	-2%	-7%	-33%	-8%	i
CCc1ccc(C2=NN(CCC(=O)NC(C)CCc3ccccc3)C(=O)CC2)cc1 (configuration not stated)	4%	-17%	-52*	-13%	-5%	-12%	3%	12%	i
CCn1cc(S(=O)(=O)c2ccccc2)c(=O)c2cc(C)ccc21	11%	nt	nt	nt	nt	-12%	6%	nt	i
Cc1nnc(Nc2ccccc2F)s1	-5%	11%	19	17%	-23%	-3%	-29%	0%	i
O=C(CCN1C(=O)C2C3C=CC(C3)C2C1=O)NCCc1ccccc1Cl (configuration not stated)	0%	-4%	-6	-1%	-2%	0%	3%	-4%	i
O=C(NC(=O)c1cccc(OC(F)(F)C(F)F)c1)OC1CCS(=O)(=O)C1 (configuration not stated)	3%	5%	3	3%	-16%	-9%	2%	2%	i
CCCn1c(N)c(C(=O)CN(C)CC(=O)Nc2cccc(F)c2)c(=O)[nH]c1=O	-2%	2%	35	5%	-2%	-8%	nt	1%	i
CCOc1ccc(C(=O)/C=C/c2ccc(SC)cc2)cc1	3%	1%	-19	?	?	-41%	-1%	?	i
CC(=O)c1c(NCCc2ccccc2)cc(C)oc1=O	5%	8%	31	0%	-19%	-19%	16%	25%	i
O=C(CSc1ccccc1)Nc1nnc(COc2ccc(Cl)cc2)s1	27%&0%	-1%	-26	-10%	-1%	-15%	0%	14%	i
CCN(Cc1ccccc1)C(=O)CN1C(=O)COc2ccc(S(=O)(=O)N3CCCCCC3)cc21	?	-19%	0	-13%	-15%	-6%&-29%	-7%	2%	i
Cc1ccc(Nc2ccccc2N)cc1	21µM*	-17%	-70*	-7%	2%	-12%	-1%	17%	?
O=C(N[C@@H](Cc1c[nH]c2ccccc12)C(=O)O)C1CCN(S(=O)(=O)c2ccc(Cl)cc2)CC1	3%	-7%	5	0%	-20%	5%	-6%	-4%	i
OCCNc1nc(NCc2ccccc2)c2ccccc2n1	?	?	-99*	?	-1%	-2%	?	0%	i
CC(C)N(C(=O)[C@H]1C[C@H](CC(=O)NCCN2CCOCC2)C(=O)N2CCc3c([nH]c4cc(-c5ccco5)ccc34)[C@]12C)C(C)C	-11%	-21%	?	-13%	16µM*	-28%	-23%	-38%[inhibitor]	i
CCC1(C)Cc2ccccc2-c2nc3n(c(=O)c21)CCCCC3 (configuration not stated)	2%	?	27	-11%	4%	-31%	-8%	-2%	i
Cc1ccc(C)c(NC(=O)Cc2nc(CCl)cs2)c1	2%	-1%	-3	9%	5%	5%	-22%	24%	i
Cc1nc(C)c(C(=O)NNS(=O)(=O)c2ccc3ccccc3c2)s1	-9%	?	54	?	6%	2%	-12%[11.3 µM]	-6%	i
Cc1ccccc1Cn1cc(NC(=O)c2nn(C)cc2Cl)cn1	14%	5%	25	6%	-2%	0%	0%	4%	i

Next part (4 carried over from the part before).
SMILES	KB-3-1 tox	HT1080-NT tox	IL-1B inflam inh	HT1080 IDH1KD tx	SW480 rereplic	HepG2 viability	ATXN2 expr inh	MCF10A rerep	S2 tox
CCC1(C)Cc2ccccc2-c2nc3n(c(=O)c21)CCCCC3 (configuration not stated)	2%	?	27	-11%	4%	-31%	-8%	-2%	i
Cc1ccc(C)c(NC(=O)Cc2nc(CCl)cs2)c1	2%	-1%	-3	9%	5%	5%	-22%	24%	i
Cc1nc(C)c(C(=O)NNS(=O)(=O)c2ccc3ccccc3c2)s1	-9%	?	54	?	6%	2%	-12%[11.3 µM]	-6%	i
Cc1ccccc1Cn1cc(NC(=O)c2nn(C)cc2Cl)cn1	14%	5%	25	6%	-2%	0%	0%	4%	i
Oc1ccccc1N1CCN(C(=S)NCc2ccccc2)CC1	-22%	-3%	-7	-19%	-7%	-5%	-11%	1%	i
CC(=O)NCCNC(=O)c1ccc(-n2c(C)ccc2C)cc1	?	-9%	-76*	-6%	?	-26%	-8%[11.3 µM]	13%	i
CCn1nc(C)c(/C=N/NC(=S)Nc2ccc(Cl)cc2Cl)c1C	0%	-23%	14	?	nt	-15%	-1%	13%	i
CCOc1cc(NC(=S)NCc2ccco2)c(OCC)cc1NC(=O)CC	0%	-27%	0	?	nt	0%	-5%	4%	?
c1cncc(Nc2nc(-c3ccncc3)cs2)c1	3%	-3%	?	?	?	-20%	21%	?	i
Cc1nnc(SCc2cc([N+](=O)[O-])cc3c2OCOC3)[nH]c1=O	6%	5%	11	4%	2%	-16%	-17%	1%	i
CC1=C(C(=O)c2ccccc2)C(c2ccc(OC(F)F)cc2)NC(=S)N1 (configuration not stated)	-8%	?	?	15µM*	?	-7%	-6%	2%	?
CN(CC(=O)Nc1ccc(F)c(F)c1F)C(=O)c1ccc(N2CCCC2=O)cc1	9%	8%	-16	8%	-23%	-5%	0%	-36%[inhibitor]	i
CC(OC(=O)CC1CCCC1)C(=O)Nc1ccc(S(N)(=O)=O)cc1 (configuration not stated)	5%	9%	-3	12%	-28%	8%	9%	-23%	i
Cc1ccc(-c2nc(Cl)nc3ccccc23)cc1	-12%	-15%	4	-21%	-4%	0%	0%	3%	i
O=C(CCCOc1ccc(Cl)cc1)Nc1cccc(C(=O)O)c1	0%	13%	3	14%	1%	0%	29%	1%	i
